FLuc inh = firefly luciferase inhibition; purified firefly luciferase, luminescence, 8 min; Potency, µM (top dose mostly 57.1 µM), for inactives: at the highest dose activity change, negative = inhibition, most hits filed as inhibitors; 72,000 compounds, 2.2% hits; note: potency is the fitted concentration of half-maximal effect; % is set by controls: 0 for no effect and ±100 for the full control effect; nearly all actives have a fitted effect of over 40% in size
Target sequence (P08659 whole entry, looked up): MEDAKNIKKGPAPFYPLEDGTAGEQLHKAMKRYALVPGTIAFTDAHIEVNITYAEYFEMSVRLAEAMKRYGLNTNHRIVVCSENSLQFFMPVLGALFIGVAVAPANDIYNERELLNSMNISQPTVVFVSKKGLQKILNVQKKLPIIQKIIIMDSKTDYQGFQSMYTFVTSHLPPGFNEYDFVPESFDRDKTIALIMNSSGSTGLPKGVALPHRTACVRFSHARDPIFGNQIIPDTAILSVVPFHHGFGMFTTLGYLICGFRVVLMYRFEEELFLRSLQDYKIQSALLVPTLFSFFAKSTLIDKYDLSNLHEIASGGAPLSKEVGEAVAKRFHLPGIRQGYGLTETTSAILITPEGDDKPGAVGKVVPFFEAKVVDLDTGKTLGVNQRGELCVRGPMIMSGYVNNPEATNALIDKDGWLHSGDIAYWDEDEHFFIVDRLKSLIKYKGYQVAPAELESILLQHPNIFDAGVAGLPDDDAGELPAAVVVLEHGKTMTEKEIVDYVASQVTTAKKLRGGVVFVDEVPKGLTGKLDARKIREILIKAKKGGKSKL
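Compounds were tested as concentration series (qHTS) against purified P. pyralis luciferase with luciferin and 10 uM ATP in 50 mM imidazole pH 7.2, 50 mM KCl, 7 mM MgCl2, 0.01% Tween 20, 0.05% BSA. Luminescence was read after 8 min at ambient temperature.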
ALOX15 inhib = 15-hLO (ALOX15) enzyme inhibition; P16050; purified 15hLO-1, xylenol orange hydroperoxide absorbance; Potency, µM (top dose mostly 57.1 µM), for inactives: top-dose activity change, negative = inhibition, actives largely listed as inhibitors; 74,000 compounds, 1.4% hits; note: potency is the fitted concentration of half-maximal effect; % is set by controls: 0 for no effect and ±100 for the full control effect; nearly all actives have a fitted effect of over 55% in size
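Inhibition is scored from a chromogenic endpoint. After 15 min enzyme-compound contact, arachidonic acid (50 uM final) reacts 6 min with 40 nM 15hLO-1 at room temperature, then Fe-XO reagent is added for 30 min and absorbance ratio recorded.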
Tau filament bind = tau filament binding | P10636 | Potency, µM (top dose mostly 57.1 µM), for the others: top-dose activity change, negative = inhibition | recombinant tau filaments, thioflavin S fluorescence, 15 h; filaments grown with octadecylsulfate alongside compound | 71,000 compounds, 2% hits;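 note: potency is the fitted concentration of half-maximal effect; % is set by controls: 0 for no effect and ±100 for the full control effect; actives lower thioflavin S fluorescence by blocking filaments or displacing dye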
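Quantitative HTS: thioflavine S signal from ODS-induced tau filaments, excited at 450 nm, emission 510 nm. Conditions: 1 uM tau, 30 uM ODS, 15 h at 37 C, pH 7.4.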
Rhodamine fluor = compound autofluorescence in rhodamine spectral region. Rhodamine-region fluorescence, 547/598 nm, Tris buffer; active compounds read high. max dye-equivalent concentration, M. 59,000 compounds, 0.05% hits; in the data active = max dye-equivalent concentration above about 11 nM; inconclusive = between about 1.1 nM and that limit
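A six-point rhodamine series on each plate calibrates the signal. Compounds sit in 100 mM Tris (pH 8.0) for 15 min at ambient temperature before imaging through 547 nm/598 nm filters.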
DNA Pol III inh = inhibitors of bacterial DNA polymerase III holoenzyme | reconstituted DNA polymerase III holoenzyme replication, biochemical | Potency, µM (top dose mostly 57.1 µM), for inactives: at the highest dose activity change, negative = inhibition | 71,000 compounds, 0.25% hits; note: potency is the fitted concentration of half-maximal effect; % is set by controls: 0 for no effect and ±100 for the full control effect
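Reconstituted *E. coli* holoenzyme (0.35 nM Pol III, 1 nM beta, 154 nM SSB, 2 nM primase) was preincubated with compound for 15 min at RT. Synthesis on 1.4 nM ssM13Gori ran 35 min, then was stopped with PicoGreen/EDTA and read as dsDNA fluorescence.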
Texas Red fluor = Texas Red region autofluorescence; Compound fluorescence, Texas Red channel, 547/618 nm; active compounds read high; max dye-equivalent concentration, M; 59,000 compounds, 0.06% hits; in the data active = max dye-equivalent concentration above about 10 nM; inconclusive = between about 1.1 nM and that limit
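Pin-transferred compounds and Texas Red standards go into 100 mM Tris buffer, pH 8.0. After 15 min at room temperature, plates are imaged with 547/618 nm filters. Each value is a dye-equivalent concentration derived from the per-plate dye curve.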
HADH2 inhib = inhibitors of human HADH2 dehydrogenase; 73,000 compounds, 3.4% hits; Potency, µM (titrated, usually from 57.1 µM), for inactives: top-dose activity change, negative = inhibition, most hits filed as inhibitors; AID 886; recombinant HADH2, NADH fluorescence, beta-hydroxybutyryl-CoA; note: potency is the fitted concentration of half-maximal effect; % is set by controls: 0 for no effect and ±100 for the full control effect; nearly all actives have a fitted effect of over 60% in size; many of its hits are not listed in these tables
Target sequence (Q99714 whole entry, looked up, one chain of several): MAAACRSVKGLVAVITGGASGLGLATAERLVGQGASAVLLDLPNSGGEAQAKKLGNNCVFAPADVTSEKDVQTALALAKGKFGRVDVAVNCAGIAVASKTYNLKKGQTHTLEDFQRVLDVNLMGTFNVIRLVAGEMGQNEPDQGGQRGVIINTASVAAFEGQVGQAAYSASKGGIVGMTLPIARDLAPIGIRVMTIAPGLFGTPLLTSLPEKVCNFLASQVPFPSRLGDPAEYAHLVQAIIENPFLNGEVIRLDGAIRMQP
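Read-out: 360 nm excitation, 450 nm emission, kinetic over 4 min. Conditions: His-tagged human HADH2 20 nM, pH 9.0 Tris with Tween-20, 1 mM NAD+, 90 uM beta-hydroxybutyryl-CoA.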
ERK AVP block = inhibitors of vasopressin-stimulated ERK signaling pathway. HEK293-V1b, vasopressin-stimulated pERK AlphaScreen. AID 995. 72,000 compounds, 0.99% hits. Potency, µM (series often up to 57.5 µM), without a hit: at the top dose activity, negative = inhibition, most hits filed as inhibitors; note: potency is the fitted concentration of half-maximal effect; % is set by controls: 0 for no effect and ±100 for the full control effect; nearly all actives have a fitted effect of over 55% in size
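HEK293 cells stably expressing V1b receptor, preincubated 30 min at 37 °C with compound, then stimulated 5 min with 25 nM vasopressin. Phospho-ERK by AlphaScreen SureFire after 5 h RT; normalized to DMSO and vasopressin; AC50 by Hill fit.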
Hsp90 Hop PPI = changes Hsp90-Hop TPR2A binding signal, up or down; AID 595; Potency, µM (top dose mostly 57 µM), for the others: at the top dose activity change, negative = inhibition; 71,000 compounds, 0.44% hits; AlphaScreen TPR2A-His6 binding biotin-Hsp90 C-terminal peptide; active = well fitted curve in either direction with a large enough effect; inconclusive = small, poorly fitted or top-dose-only effect, or another doubt; note: potency is the fitted concentration of half-maximal effect; % is set by controls: 0 for no effect and ±100 for the full control effect; many of its hits are not listed in these tables
CRE-bla Fsk = modulators of forskolin-stimulated CRE signaling in CHO cells. CHO CRE-bla reporter (cAMP response element driving beta-lactamase), forskolin EC10, beta-lactamase ratio. Potency, µM (highest dose often 38.2 µM), for the others: at the top dose activity change, negative = inhibition, most hits filed as activators. 71,000 compounds, 2.5% hits; active = well fitted activation curve with a large enough effect in the signal ratio, with a control signal flat, not every such curve was filed as active; inconclusive = small, poorly fitted or top-dose-only effect, or effect the other way, or a change in a side signal; the % refers to the signal ratio; note: potency is the fitted concentration of half-maximal effect; % of control where 0% means no effect
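Reporter-gene assay: CHO cells with beta-lactamase behind cAMP responsive elements, co-treated with compound and EC10 NKH 477 for 3 hours at 37 degrees Celsius. Activity came from the 460/530 nm CCF4 emission ratio.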
HBB splicing = hemoglobin beta splicing modulation | HBB splicing reporter cell assay, activation; EGFP reporter with mutant IVS2-654 intron; response scale: normalised to 500 nM splice-correcting PNA | Potency, µM (titrated, usually from 46.1 µM), for inactives: at the highest dose activation, hits mostly activators | 65,000 compounds, 0.06% hits; note: potency is the fitted concentration of half-maximal effect; 0% is about no effect
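Compounds were applied for 2 days to HeLa EGFP-654 cells, 500/well in Optimem with 2% FCS. The reporter's EGFP is disrupted by mis-splicing of beta-globin intron IVS2-654. Readout: summed well GFP fluorescence from 488 nm laser scanning; reference was 500 nM antisense […] 654 PNA.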
* = called active by the depositor; i = inactive; ? = inconclusive; . = not tested or not shown; [ ] = dose if it differs, or a comment. Unless noted, calls come from the whole dose curve; as a rule, active = well fitted curve in the direction sought with a large enough effect; inconclusive = small, poorly fitted or top-dose-only effect, or another doubt; inactive = no such curve, though single readings can be large; an effect the other way counts as inactive or inconclusive. Only part of the results is shown. The share of hits here may be higher or lower than overall.

Order of results – FLuc inh, ALOX15 inhib, Tau filament bind, Rhodamine fluor, DNA Pol III inh, Texas Red fluor, HADH2 inhib, ERK AVP block, Hsp90 Hop PPI, CRE-bla Fsk, HBB splicing
O=C(CSc1nnc(-c2cccnc2)n1-c1ccccc1)Nc1ccc2c(c1)OCO2
    1.4%, -11.0%, -12.3%, i, -7.2%, ?, -2.0%, 12.1%, -3.7%, -6.0%, -1.6%
CCn1ncc(Br)c1C(=O)N(C)C12CC3CC(CC(C3)C1)C2
    2.5%, 2.7%, 16.5%, i, 7.5%, ?, 5.9%, -16.6%, 17.8%, ?, -1.6%
Cc1ccccc1-c1ccc2ncnc(NCc3cccs3)c2c1
    0.7%[2.29 µM], 32.3%[activator], 1.7%, i, ?, i, -22.5%, ?, 1.7%, -19.1%, -1.3%
COc1ccc(NC(=O)CCCNS(=O)(=O)c2cccs2)cc1
    0.7%, 2.7%, -20.7%, i, 5.7%, i, 11.5%, 0.4%, 7.6%, -3.3%, -0.7%
FC(F)(F)c1cccc(N2CCN(Cc3ccoc3)CC2)c1
    -3.8%, -7.7%, -4.6%, i, 1.3%, i, 9.3%, 4.7%, -2.5%, -8.7%, 0.3%
CSc1nc(N2CCOCC2)c2c(c1C#N)CCCCC2
    -1.9%, -18.9%, 22.1%, i, 6.7%, i, -13.7%, 33.6%[activator], 2.0%, -1.0%, -2.0%
CC1=C(C(=O)OCc2ccc3c(c2)OCO3)C(c2ccccc2)NC(=O)N1 (stereo not given)
    0.7%, -5.2%, -12.7%, ., 0.7%, ., -8.9%, -7.8%, -3.8%, ?, -2.8%
COC(=O)c1c(NC(=O)CN2CCN(c3ccccc3OC)CC2)c2c(C)cccc2n1C
    3.8%, 7.8%, -6.2%, i, -3.8%, i, 22.6%, -20.1%, -3.9%, -11.4%, 1.8%[0.369 µM]
NC(=O)C1CCN(c2nc(-c3ccccc3)nc3c2oc2ccccc23)CC1
    -1.2%, -2.1%, -13.5%, i, 2.2%, i, 4.9%, -17.1%, -2.7%, 25.2%, 0.8%[0.369 µM]
Cn1c(SC/C=C/c2ccccc2)nnc1-c1cnccn1
    -2.2%, 1.8%, -2.6%, i, -4.9%, i, 7.5%, -1.2%, -3.2%, 25.2%, -0.4%
O=C(CCn1c(=O)c2sccc2n(Cc2cc(=O)n3ccccc3n2)c1=O)NCc1ccco1
    0.1%, 0.7%, 3.0%, i, -7.2%, i, ?, 2.8%, -2.5%, ?, 1.6%
C=CCn1c(=O)c(C(=O)NCCNCC)c(O)c2ccccc21
    1.1%, 15.0%, 1.7%, i, -6.2%, i, -0.4%, -21.9%, -6.6%, 3.1%, .
COc1ccc2cc(CCC(C)=O)ccc2c1
    -12.8%[25.5 µM], -7.5%, -1.3%[25.6 µM], i, -2.2%[25.6 µM], i, -5.8%[25.6 µM], 8.4%, 10.4%[26 µM], 1.4%[17.1 µM], 0.0%[20.6 µM]
CCC(C)[C@H](NC(=O)N1CCCC1)C(=O)O (stereo not given in full)
    0.0%, -5.8%, 7.4%, i, -1.6%, i, -5.7%, 11.6%, -1.3%, ?, -0.6%
CCOC(=O)N1CCC(N2Cc3cccc(C(=O)Nc4ccc(OC)c(OC)c4)c3C2=O)CC1
    -23.9%, 7.0%, 25.9%, ., -1.0%, ., 1.2%, -29.0%, -4.6%, ?, 0.9%
CCC(=O)N1c2ccccc2[C@@H](N(C(C)=O)c2ccccc2)C[C@H]1C
    4.1%, 3.1%, 14.0%, i, 7.3%, ?, 3.1%, -8.0%, -4.3%, -0.7%, -2.5%[57.5 µM]
COCCNc1c(-c2ccc(O)cc2)nc2ccc(Cl)cn12
    -0.7%, 15.4%, -15.5%, i, -4.7%, i, 31.6µM*, 6.9%, -0.6%, 10.8%, .
Cc1nc(N)[nH]c(=O)c1CCC(=O)OCC(C)C
    0.3%, 0.1%, -2.4%, i, 4.6%, ?, 2.6%, 0.3%, 3.4%, -10.4%, -1.0%
CC(=O)c1cccc(NC(=O)c2cc3ccccn3n2)c1
    3.16µM*, -4.3%, 10.7%, ., -5.3%, ., -6.6%, -18.4%, 1.5%, -6.6%, -0.5%
O=C(NCc1ccccn1)c1cn(CCc2ccccc2)nn1
    3.0%, 7.8%, 4.2%, i, -2.0%, i, 0.2%, -17.8%, -3.4%, -4.1%, .

Some entries already given, reduced to DNA Pol III inh, Texas Red fluor and Hsp90 Hop PPI:
Compound | DNA Pol III inh | Texas Red fluor | Hsp90 Hop PPI
Cc1nc(N)[nH]c(=O)c1CCC(=O)OCC(C)C | 4.6% | ? | 3.4%
COCCNc1c(-c2ccc(O)cc2)nc2ccc(Cl)cn12 | -4.7% | i | -0.6%

Further records:
Order of results – FLuc inh, ALOX15 inhib, Tau filament bind, Rhodamine fluor, DNA Pol III inh, Texas Red fluor, HADH2 inhib, ERK AVP block, Hsp90 Hop PPI, CRE-bla Fsk, HBB splicing
CCCN1Cc2cccc(C(N)=O)c2C1=O
    -0.7%, 3.7%, -0.7%, i, -8.9%, i, -0.7%, 6.1%, -0.2%, 13.2%, 1.1%
CCCC(=O)C1=C(O)C(C(=O)OC)C(C)(C)CC1=Nc1ccncc1 (stereo not given)
    6.4%, 3.6%, 2.3%, ., -1.1%, ., -2.0%, -8.6%, -3.3%, 11.9%, -0.8%
CCCCCn1c(CN2CCN(C(=O)OCC)CC2)nc2c1c(=O)n(C)c(=O)n2C
    0.0%, -0.8%, -1.2%, i, -1.2%, i, -0.2%, -29.5%, -3.2%, 12.4%, 7.7%[0.369 µM]
O=C(COC(=O)C1(c2ccc(F)cc2)CCCC1)N1CCOCC1
    0.9%, 2.5%, 6.5%, i, 3.8%, i, 1.4%, 0.1%, -0.8%, 7.5%, -0.3%[57.5 µM]
Nc1ccc[n+](Cc2ccccn2)c1
    1.6%, 12.7%, -10.8%, i, -24.6%, i, -18.6%, -5.6%, -2.2%, -3.5%, .
CCCCn1c(CNC(=O)c2cccs2)nc2ccccc21
    0.2%, -1.0%, -22.0%, ., 4.2%, ., 1.5%, ., -1.5%, -14.1%, 0.2%
Cn1nc(C(=O)OCCN2C(=O)c3ccccc3C2=O)c2ccccc2c1=O
    2.7%, 7.8%, -2.4%, i, -11.0%, i, 9.5%, -19.8%, -1.0%, 2.4%, -9.0%
COC(=O)c1cc2ccsc2n1CC(=O)NCC1CCCO1 (stereo not given)
    -1.8%, -1.4%, 1.7%, i, 1.2%, i, -7.4%, -2.3%, -1.0%, -2.0%, -0.2%
CCc1nnc(NC(=O)C2CCCN2C(=O)Nc2ccccc2OC)s1 (stereo not given)
    -1.4%, 3.5%, -5.4%, i, -2.6%, i, -1.3%, 6.9%, -1.5%, -8.9%, 0.0%[57.5 µM]
COC(=O)[C@H](CCSC)NC(=O)NCc1cccs1
    3.7%, 1.7%, -5.0%, i, -0.2%, i, -3.1%, -9.4%, -2.0%, -4.5%, -2.2%[57.5 µM]
CSC(=O)CC(=O)NC(=O)c1ccccc1
    2.8%, 12.7%, -1.1%, i, -3.9%, i, -6.8%, 30.9%, ?, ?, 1.0%[1.84 µM]
O=C(Nc1c(C(=O)N2CCOCC2)cnn1-c1ccccc1)c1ccccc1
    0.1%, 9.5%[11.4 µM], 0.7%[11.4 µM], ., -3.8%[11.4 µM], ., -1.5%[11.4 µM], 0.8%, -0.1%[11 µM], ?, -1.7%[0.0738 µM]
CS(=O)(=O)N1CCC2(CCCN(C(=O)Nc3cccc(C#N)c3)C2)CC1
    0.1%[11.4 µM], -6.6%, 17.1%, i, -6.3%, i, 4.2%, -5.2%, -6.4%, -8.2%, 3.1%
Cc1nc(-c2cccc(-c3noc(C)n3)c2)no1
    -0.9%, -0.4%, 2.8%, i, -3.8%, i, 12.2%, -4.3%, -2.0%, 2.5%, -1.4%

Compound activity deposited in PubChem BioAssay by National Center for Advancing Translational Sciences (NCATS).
